Assay outcomes: PubChem BioAssay, several laboratories
PG9 binder – binds the HIV-1 gp120 antibody PG9; TR-FRET gp120-PG9 antibody binding; inhibition, % at 6.7 µM; 360,000 compounds, 0.43% hits; in the data active = inhibition above about 8.5%
HTRA1 inh – blocks human HTRA1 serine peptidase. Q92743. recombinant HTRA1, FP-rhodamine activity-based probe, fluorescence polarization. 340,000 compounds, 0.5% hits. inhibition, % at 5.96 µM; in the data active = inhibition above about 36%;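 note: 0% = enzyme with DMSO and 100% = wells lacking enzyme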
GC-B act – GC-B (human) receptor activation; P20594; HEK293-GC-B cells, CNP EC30, cGMP TR-FRET; 0% at EC30 CNP, 100% saturating CNP; activation, % at 10 µM; 370,000 compounds, 0.11% hits;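 active = activation at 10 µM reaching about 35% in either raw or pattern-adjusted values, limit read from the data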
SMARCA2 activ – activators of SMARCA2 function; MG213 cells, MMTV-luciferase reporter, dexamethasone, overnight; activation, % at 9.1 µM; 370,000 compounds, 1% hits; AID 652017; in the data active = activation above about 7.8%;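 note: 0% = vehicle wells and 100% = reference activator wells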
ABHD4 inh – inhibits mouse alpha/beta hydrolase domain 4 | 370,000 compounds, 0.54% hits | inhibition, % at 8.92 µM | purified mABHD4, FP-Rh probe fluorescence polarization;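 active = inhibition exceeding the mean over every tested compound plus 3 SD, cut at about 30% in these data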;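 note: 0% = plate median of compound wells and 100% = S159A mutant with DMSO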
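System: mouse ABHD4 enzyme, wild type / Medium: HEPES pH 7.0, NaCl, Pluronic buffer / Reagent: FP-Rh activity-based fluorescent probe / Control set: S159A mutant high control, sample median low control / Detection: fluorescence polarization with parallel and perpendicular emission, 525/598 nm / Schedule: 45 min + 60 min at 25 °C / Compound dosing: 8.92 µM, single dose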
ARFGAP1 inhibitor – inhibits rat ARF GTPase activating protein 1. inhibition, % at 16.5 µM. Q62848. Arfgap1-stimulated ARF1 GTP hydrolysis, GDP FP detection. 360,000 compounds, 0.26% hits;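 active = inhibition above a per-plate limit, mean inhibition of low control wells plus 3 SD, cut at about 25% in these data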;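 note: 0% = DMSO wells with enzyme and 100% = wells lacking Arfgap1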
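System: truncated rat Arfgap1 GAP domain / Medium: HEPES-based buffer, pH 7.5 / Also added: N-terminally truncated human ARF1-GTP substrate / Incubation: enzyme reaction 120 min at 25 °C after 20 min preincubation / Measured by: FP of antibody-bound GDP Alexa 633 tracer, ex 620/em 688 nm / Replicates: singlicate, each compound tested once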
NPR1 activator – GC-A (human) enzyme activation; P16066; HEK293 GC-A cells, cGMP TR-FRET, EC30 ANP; 0% at EC30 ANP, 100% saturating ANP; activation, % at 10 µM; 370,000 compounds, 0.14% hits; in the data active = activation above about 40%
Target sequence (P16066 whole entry, looked up): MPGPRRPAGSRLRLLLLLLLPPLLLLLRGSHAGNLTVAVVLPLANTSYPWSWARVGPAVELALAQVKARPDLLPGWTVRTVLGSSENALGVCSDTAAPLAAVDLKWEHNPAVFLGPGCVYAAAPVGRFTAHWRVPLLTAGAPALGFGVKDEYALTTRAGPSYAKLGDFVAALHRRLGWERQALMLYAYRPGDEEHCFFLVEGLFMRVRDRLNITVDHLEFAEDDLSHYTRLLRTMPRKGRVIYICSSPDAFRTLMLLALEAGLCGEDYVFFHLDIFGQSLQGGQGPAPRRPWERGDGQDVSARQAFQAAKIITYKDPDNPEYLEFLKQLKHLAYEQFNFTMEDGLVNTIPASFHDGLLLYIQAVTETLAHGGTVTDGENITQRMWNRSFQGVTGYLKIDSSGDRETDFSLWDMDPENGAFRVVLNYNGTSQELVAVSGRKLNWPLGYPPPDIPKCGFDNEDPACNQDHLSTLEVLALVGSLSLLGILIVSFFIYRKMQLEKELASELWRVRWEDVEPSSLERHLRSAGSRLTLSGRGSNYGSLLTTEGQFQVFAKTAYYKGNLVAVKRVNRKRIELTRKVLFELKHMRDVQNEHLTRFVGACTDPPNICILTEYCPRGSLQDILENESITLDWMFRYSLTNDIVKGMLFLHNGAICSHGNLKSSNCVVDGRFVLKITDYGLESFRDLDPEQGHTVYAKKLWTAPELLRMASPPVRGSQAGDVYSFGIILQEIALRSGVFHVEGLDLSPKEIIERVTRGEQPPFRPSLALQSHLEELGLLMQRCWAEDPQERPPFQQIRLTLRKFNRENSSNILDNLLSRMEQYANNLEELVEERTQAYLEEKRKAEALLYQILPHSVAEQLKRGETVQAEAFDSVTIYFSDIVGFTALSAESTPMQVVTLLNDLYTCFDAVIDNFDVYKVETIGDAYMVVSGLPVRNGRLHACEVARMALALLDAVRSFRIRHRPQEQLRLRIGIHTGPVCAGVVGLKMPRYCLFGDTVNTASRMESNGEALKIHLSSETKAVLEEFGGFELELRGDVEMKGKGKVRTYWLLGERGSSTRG
rCAG RNA binder – r(CAG) repeat RNA binding. TO-PRO-1 dye displacement fluorescence. 370,000 compounds, 1.3% hits. inhibition, % at 3 µM;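 active = inhibition above the plate cutoff, the mean of all test compounds on that plate plus 3 SD, cut at about 35% in these data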;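 note: 0% = DMSO alone and 100% = 100 µM mitoxantrone as full dye displacement; higher means more dye released from RNA so lower well fluorescence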
Rev-erbA mod – modulators of human Rev-erb alpha DNA binding | 370,000 compounds, 0.79% hits | Rev-erbα–FITC-DNA binding, fluorescence polarization, 90 min | activity, % at 10 µM | P20393;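 active = activity above about 14%, limit read from the data; passing the limit was not always enough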;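 note: 0% = DMSO wells with 35 nM protein and 100% = DMSO wells with 750 nM protein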
ASAP1 inh – ASAP1 ArfGAP inhibition; 360,000 compounds, 0.19% hits; inhibition, % at 16.5 µM; ASAP1-stimulated ARF1 GTP hydrolysis, GDP FP detection; AID 624377; in the data active = inhibition above about 25%;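 note: 0% = vehicle with enzyme and substrate and 100% = no enzyme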
Numbers without * were called inactive. An excerpt; the hit share may differ from the screen's.

`CC(=O)Nc1ccc(S(=O)(=O)NC(CC(=O)N2CCC3(CC2)OCCO3)C(C)C)cc1` (stereo unspecified) gave PG9 binder -0.5, HTRA1 inh -5, GC-B act 1, SMARCA2 activ 0, ABHD4 inh 3, ARFGAP1 inhibitor 3, NPR1 activator 0, rCAG RNA binder -3, Rev-erbA mod -2 and ASAP1 inh -2.
`O=c1[nH]c2ccccc2n1C1CCN(Cc2ccc(-c3[nH]c4cc5ncnc5cc4nc3-c3ccccc3)cc2)CC1` gave PG9 binder -0.9, GC-B act 13, SMARCA2 activ 2, ABHD4 inh -14, ARFGAP1 inhibitor 22, NPR1 activator 0, rCAG RNA binder 17, Rev-erbA mod -3 and ASAP1 inh 7.
CC1(C)COC(Nc2cccc(Cl)c2)=N1 was read as PG9 binder -1.7, HTRA1 inh 5, GC-B act 0, SMARCA2 activ -5, ABHD4 inh 2, ARFGAP1 inhibitor -15, NPR1 activator 1, rCAG RNA binder 3, Rev-erbA mod 3 and ASAP1 inh 3.
`Cc1cc(C(=O)OCC(=O)Nc2cccc(F)c2)c(C)n1C1CC1` gave PG9 binder 0.0, HTRA1 inh -10, GC-B act 6, SMARCA2 activ -4, ABHD4 inh -4, ARFGAP1 inhibitor -9, NPR1 activator -1, rCAG RNA binder 12, Rev-erbA mod 3 and ASAP1 inh 2.
For CC(=O)[C@H]1CCC2C3CC[C@H]4C[C@@H](O)CC[C@]4(C)C3CC[C@@]21C (stereo partly specified) the results were PG9 binder 1.7, HTRA1 inh 6, GC-B act 3, SMARCA2 activ 0, ABHD4 inh -8, ARFGAP1 inhibitor -11, NPR1 activator 4, rCAG RNA binder 1, Rev-erbA mod 6 and ASAP1 inh 2.
Screening Cc1oc(-c2ccc(F)cc2F)nc1CN1C[C@@H]2C[C@@H](C1)c1cccc(=O)n1C2 returned PG9 binder -2.1, HTRA1 inh -12, GC-B act 3, SMARCA2 activ -2, ABHD4 inh -2, ARFGAP1 inhibitor 0, NPR1 activator -1, rCAG RNA binder 7, Rev-erbA mod -2 and ASAP1 inh -5.
O=C1NC(=S)N(C2CC2)C(=O)/C1=C/c1ccc2c(c1)CCN2CCCCl was read as PG9 binder -4.1, HTRA1 inh 23, GC-B act -9, SMARCA2 activ 1, ABHD4 inh 8, ARFGAP1 inhibitor 9, NPR1 activator -1, rCAG RNA binder 28, Rev-erbA mod -18 and ASAP1 inh -4.
`Cc1cc(=O)oc2c(C)c(OCC(=O)N3C[C@H]4C[C@@H](C3)c3cccc(=O)n3C4)ccc12` gave PG9 binder -1.7, HTRA1 inh 2, GC-B act 1, SMARCA2 activ -2, ABHD4 inh 2, ARFGAP1 inhibitor -3, NPR1 activator 1, rCAG RNA binder -2, Rev-erbA mod -3 and ASAP1 inh 7.
Screening CC(C)(C)c1cc(OC(=O)Cc2ccccc2)ccc1O returned PG9 binder -0.5, HTRA1 inh -12, GC-B act 0, SMARCA2 activ -3, ABHD4 inh -5, ARFGAP1 inhibitor -7, NPR1 activator 2, rCAG RNA binder -4, Rev-erbA mod -1 and ASAP1 inh -11.
For CCCOC(=O)c1ccc(-[n+]2c(-c3ccccc3)cc(-c3ccccc3)cc2-c2ccccc2)cc1 the results were PG9 binder 0.4, HTRA1 inh -27, GC-B act -1, SMARCA2 activ -8, ABHD4 inh -3, ARFGAP1 inhibitor 4, NPR1 activator -8, rCAG RNA binder 13, Rev-erbA mod -3 and ASAP1 inh 4.
Screening COC(=O)C1=C(c2cc3ccccc3s2)C[C@@H]2CC[C@H]1N2C(=O)NCc1ccco1 returned PG9 binder -0.4, HTRA1 inh -14, GC-B act -2, SMARCA2 activ 0, ABHD4 inh 4, ARFGAP1 inhibitor -3, NPR1 activator -5, rCAG RNA binder 8, Rev-erbA mod -1 and ASAP1 inh 11.
O=C(C1CCCO1)N1CCC2(CC1)OCCO2 (stereo unspecified) was read as PG9 binder 0.9, HTRA1 inh 4, GC-B act 0, SMARCA2 activ -3, ABHD4 inh 5, ARFGAP1 inhibitor 10, NPR1 activator 0, rCAG RNA binder 0, Rev-erbA mod -1 and ASAP1 inh 1.
Screening C=CCN1C(=O)/C(=C/c2ccc(N3CCOCC3)o2)C(=O)NC1=S returned PG9 binder -3.6, HTRA1 inh -7, GC-B act 2, SMARCA2 activ -3, ABHD4 inh -1, ARFGAP1 inhibitor 1, NPR1 activator 2, rCAG RNA binder -23, Rev-erbA mod 9 and ASAP1 inh -4.
Screening CCn1c(O)c(N=Nc2cccc(S(=O)(=O)N3CCOCC3)c2)c(=O)n(CC)c1=S returned PG9 binder 0.5, HTRA1 inh 3, GC-B act 7, SMARCA2 activ -1, ABHD4 inh 1, ARFGAP1 inhibitor -9, NPR1 activator -2, rCAG RNA binder 1, Rev-erbA mod -4 and ASAP1 inh -6.
For Cc1noc(C)c1CC(=O)N1CCCC(N2CCN(c3ccccc3F)CC2)C1 (stereo unspecified) the results were PG9 binder -1.3, HTRA1 inh -3, GC-B act 2, SMARCA2 activ -1, ABHD4 inh 4, ARFGAP1 inhibitor 15, NPR1 activator 5, rCAG RNA binder -9, Rev-erbA mod -7 and ASAP1 inh 12.
`COc1ccc(CN2Cc3cc(-c4cccc(F)c4)ccc3-n3nncc3C2)cc1` gave PG9 binder 2.0, GC-B act 2, SMARCA2 activ 0, ABHD4 inh 5, ARFGAP1 inhibitor 5, NPR1 activator 2, rCAG RNA binder 4, Rev-erbA mod 4 and ASAP1 inh 7.
For O=c1[nH]c(=O)n(CCc2ccc(F)cc2)c(O)c1/C=N/N1CCCCC1 the results were PG9 binder -1.7, HTRA1 inh 4, GC-B act -8, SMARCA2 activ 3, ABHD4 inh 1, ARFGAP1 inhibitor 12, NPR1 activator -3, rCAG RNA binder -1, Rev-erbA mod -13 and ASAP1 inh -4.
N=c1n(CCO)c2ccccc2n1Cc1ccccc1 was read as PG9 binder -0.3, HTRA1 inh 11, GC-B act -10, SMARCA2 activ 0, ABHD4 inh 3, ARFGAP1 inhibitor 7, NPR1 activator -8, rCAG RNA binder -2, Rev-erbA mod -2 and ASAP1 inh -6.
Screening CCCCNC(=O)CN1C(=O)CN=C(c2ccccc2)c2ccccc21 returned PG9 binder -1.2, HTRA1 inh 5, GC-B act 4, SMARCA2 activ -2, ABHD4 inh 2, ARFGAP1 inhibitor 5, NPR1 activator 0, rCAG RNA binder -10, Rev-erbA mod 14 and ASAP1 inh -1.
CCC(C)n1c(O)c(/C=N/N2CCOCC2)c(=O)[nH]c1=S (stereo unspecified) was read as PG9 binder 0.5, HTRA1 inh 2, GC-B act 0, SMARCA2 activ 0, ABHD4 inh -7, ARFGAP1 inhibitor -9, NPR1 activator 0, rCAG RNA binder 36*, Rev-erbA mod -7 and ASAP1 inh -4.

Brought forward from above: two entries, followed by the next part.
Screening CCCCNC(=O)CN1C(=O)CN=C(c2ccccc2)c2ccccc21 returned PG9 binder -1.2, HTRA1 inh 5, GC-B act 4, SMARCA2 activ -2, ABHD4 inh 2, ARFGAP1 inhibitor 5, NPR1 activator 0, rCAG RNA binder -10, Rev-erbA mod 14 and ASAP1 inh -1.
CCC(C)n1c(O)c(/C=N/N2CCOCC2)c(=O)[nH]c1=S (stereo unspecified) was read as PG9 binder 0.5, HTRA1 inh 2, GC-B act 0, SMARCA2 activ 0, ABHD4 inh -7, ARFGAP1 inhibitor -9, NPR1 activator 0, rCAG RNA binder 36*, Rev-erbA mod -7 and ASAP1 inh -4.
For O=C(c1ccccc1F)c1cn(CC(=O)N2CCOCC2)c2ccccc12 the results were PG9 binder 1.9, HTRA1 inh 3, GC-B act 1, SMARCA2 activ -4, ABHD4 inh -2, ARFGAP1 inhibitor 12, NPR1 activator 0, rCAG RNA binder 5, Rev-erbA mod 1 and ASAP1 inh -3.
For O=C1C2CCCN2C(c2ccc(Cl)cc2)N1c1ccccn1 (stereo unspecified) the results were PG9 binder -1.5, HTRA1 inh -7, GC-B act -3, SMARCA2 activ -3, ABHD4 inh 14, ARFGAP1 inhibitor 5, NPR1 activator -3, rCAG RNA binder 2, Rev-erbA mod 1 and ASAP1 inh 12.
O=C1NC(=O)C(=Cc2cc3c(cc2[N+](=O)[O-])OCO3)C(=O)N1 was read as PG9 binder 0.6, HTRA1 inh 0, GC-B act -2, SMARCA2 activ -2, ABHD4 inh 18, ARFGAP1 inhibitor -5, NPR1 activator -2, rCAG RNA binder 2, Rev-erbA mod 4 and ASAP1 inh 3.
`CC(=O)c1cn(CC(=O)NCCc2c[nH]c3ccccc23)c2ccccc12` gave PG9 binder -1.8, HTRA1 inh 4, GC-B act -3, SMARCA2 activ -5, ABHD4 inh 3, ARFGAP1 inhibitor 1, NPR1 activator -4, rCAG RNA binder -1, Rev-erbA mod 0 and ASAP1 inh 1.
Screening O=C1CC(N2CC2)C(=O)N1c1ccccc1 (stereo unspecified) returned PG9 binder -0.3, HTRA1 inh 0, GC-B act 2, SMARCA2 activ 2, ABHD4 inh -4, ARFGAP1 inhibitor 0, NPR1 activator 2, rCAG RNA binder 9, Rev-erbA mod -2 and ASAP1 inh 14.
`CCc1nc2ccccc2c(=O)n1-c1cccc(OC)c1` gave PG9 binder 0.0, HTRA1 inh -6, GC-B act -4, SMARCA2 activ -3, ABHD4 inh -1, ARFGAP1 inhibitor 0, NPR1 activator 5, rCAG RNA binder -5, Rev-erbA mod 4 and ASAP1 inh 4.
CCn1c(O)c(C=NCc2cccs2)c(=O)[nH]c1=O was read as PG9 binder -2.2, HTRA1 inh 2, GC-B act 2, SMARCA2 activ -1, ABHD4 inh 3, ARFGAP1 inhibitor 2, NPR1 activator -1, rCAG RNA binder -2, Rev-erbA mod -2 and ASAP1 inh 4.
`COC1=CC2C3Cc4ccc(OC)c(O)c4C2(CCN3C)CC1=O` (stereo unspecified) gave PG9 binder -2.1, HTRA1 inh -1, GC-B act -6, SMARCA2 activ 1, ABHD4 inh 3, ARFGAP1 inhibitor 0, NPR1 activator -1, rCAG RNA binder 0, Rev-erbA mod -6 and ASAP1 inh -4.
For Cn1c(O)c(/C=C2\C=Nc3ccccc32)c(=O)n(C)c1=O the results were PG9 binder 18*, HTRA1 inh 2, GC-B act 12, SMARCA2 activ 0, ABHD4 inh 3, ARFGAP1 inhibitor -1, NPR1 activator 5, rCAG RNA binder -1, Rev-erbA mod 4 and ASAP1 inh 5.
Screening O=C(NCCN1CCC2(CC1)C(=O)NCN2c1ccccc1)c1ccccc1F returned PG9 binder 0.3, GC-B act 2, SMARCA2 activ 1, ABHD4 inh 6, ARFGAP1 inhibitor 1, NPR1 activator -2, rCAG RNA binder 2, Rev-erbA mod 1 and ASAP1 inh -13.
Screening CCC(C)NC(=O)c1c(N)n(Cc2ccc3c(c2)OCO3)c2nc3ccccc3nc12 (stereo unspecified) returned PG9 binder 0.5, HTRA1 inh -30, GC-B act 22, SMARCA2 activ -1, ABHD4 inh 3, ARFGAP1 inhibitor 4, NPR1 activator 6, rCAG RNA binder 12, Rev-erbA mod 3 and ASAP1 inh 9.
`CN1C2CNC(=O)CC1C1CCC2C1` (stereo unspecified) gave PG9 binder 0.0, HTRA1 inh 1, GC-B act -2, SMARCA2 activ -3, ABHD4 inh -4, ARFGAP1 inhibitor 1, NPR1 activator 2, rCAG RNA binder 4, Rev-erbA mod 1 and ASAP1 inh 12.
